GDH-TPI counter – GDH-TPI coupling enzyme inhibitors, primary screen, artefact control for M. tuberculosis FBA inhibitor project, biochemical, absorbance, full deck. GDH-TPI coupled enzyme counterscreen, NADH absorbance. inhibition, % at 4.8 µM. 360,000 tested, 1.2% active. AID 588335, 2011;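 further: 0% = DMSO wells and 100% = wells lacking the enzyme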
BoNT F protease – BoNT/F light chain protease inhibitors, primary screen, biochemical, flow cytometry, MLPCN library | Multiplex microsphere protease cleavage assay | inhibition, % at 10 µM | 360,000 tested, 0.22% active; in the data active means inhibition above about 35%, passing the limit was not always enough; inconclusive means no clear call, values can overlap the other calls; further: plate controls were buffer without enzyme for full effect and enzyme alone for no effect
BoNT A protease – BoNT/A light chain protease inhibitors, primary screen, biochemical, flow cytometry, MLPCN library | multiplex microsphere protease substrate cleavage | inhibition, % at 10 µM | 360,000 tested, 0.17% active; in the data active means inhibition above about 30%; inconclusive means no clear call, values can overlap the other calls; further: plate controls were buffer without enzyme for full effect and enzyme alone for no effect
BioA inh – M. tuberculosis BioA enzyme inhibitors, primary screen, biochemical, plate reader, single point, HTS; 7,8-diaminopelargonic acid synthase BioA (Mycobacterium tuberculosis); purified M. tuberculosis BioA enzyme; inhibition, % at 9.99 µM; 360,000 tested, 0.096% active; AID 602481, 2012; in the data active means inhibition above about 40%; inconclusive means no clear call, values can overlap the other calls
PrPC TRFRET – inhibitors of human cell surface prion protein PrPC, primary screen, cell-based, TR-FRET; 370,000 tested, 0.43% active; TR-FRET read-out; AID 720596, 2013; inhibition, % at 13.8 µM; in the data active means inhibition above about 24%; further: 0% = median of the test wells and 100% = reference compound wells
FadD28 binding – inhibitors of FadD28 bisubstrate probe binding, primary screen, biochemical, fluorescence polarization, single point; Mycobacterium tuberculosis FadD28 fatty-acid-AMP ligase; inhibition, % at 12.5 µM; 360,000 tested, 0.22% active; AID 588549, 2011; in the data active means inhibition above about 8.5%, passing the limit was not always enough; inconclusive means no clear call, values can overlap the other calls
FBA Mtb inh – Mtb FBA enzyme inhibitors, primary screen, biochemical, fluorescence, strain H37Rv; Fructose-bisphosphate aldolase (Mycobacterium tuberculosis (strain ATCC 25618 / H37Rv)), …; purified M. tuberculosis FBA, fluorescence read-out; inhibition, % at 1 µM; 360,000 tested, 2.3% active; AID 588726, 2011; in the data active means inhibition above about 27%;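 further: 0% = vehicle and 100% = reference inhibitor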
Target sequence (P9WQA3 whole entry, looked up): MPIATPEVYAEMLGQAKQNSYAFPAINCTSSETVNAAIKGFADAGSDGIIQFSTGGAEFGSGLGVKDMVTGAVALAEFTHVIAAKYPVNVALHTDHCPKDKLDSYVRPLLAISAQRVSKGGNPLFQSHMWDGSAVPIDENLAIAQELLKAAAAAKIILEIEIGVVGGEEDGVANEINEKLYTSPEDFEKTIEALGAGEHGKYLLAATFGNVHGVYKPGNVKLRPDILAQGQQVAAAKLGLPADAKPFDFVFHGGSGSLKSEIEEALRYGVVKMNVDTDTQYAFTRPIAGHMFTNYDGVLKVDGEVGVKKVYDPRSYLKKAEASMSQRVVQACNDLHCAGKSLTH
CCHF vOTU inh – CCHFV vOTU protease inhibitors, primary screen, biochemical, Pep-AMC substrate, fluorescence. 370,000 tested, 0.55% active. AID 651958, 2012. inhibition, % at 11.5 µM. Crimean-Congo hemorrhagic fever virus L polyprotein viral ovarian tumor (vOTU) protease …; further: 0% = vehicle wells with enzyme and 100% = no enzyme wells
UGM FP inh – M. tuberculosis UGM enzyme inhibitors, primary screen, biochemical, fluorescence polarization, single point; UDP-galactopyranose mutase (Mycobacterium tuberculosis (strain ATCC 25618 / H37Rv)), …; purified UGM, fluorescence polarization probe displacement; inhibition, % at 10 µM; 320,000 tested, 0.06% active; in the data active means inhibition above about 10%, passing the limit was not always enough; inconclusive means no clear call, values can overlap the other calls
Target sequence (P9WIQ1 whole entry, looked up): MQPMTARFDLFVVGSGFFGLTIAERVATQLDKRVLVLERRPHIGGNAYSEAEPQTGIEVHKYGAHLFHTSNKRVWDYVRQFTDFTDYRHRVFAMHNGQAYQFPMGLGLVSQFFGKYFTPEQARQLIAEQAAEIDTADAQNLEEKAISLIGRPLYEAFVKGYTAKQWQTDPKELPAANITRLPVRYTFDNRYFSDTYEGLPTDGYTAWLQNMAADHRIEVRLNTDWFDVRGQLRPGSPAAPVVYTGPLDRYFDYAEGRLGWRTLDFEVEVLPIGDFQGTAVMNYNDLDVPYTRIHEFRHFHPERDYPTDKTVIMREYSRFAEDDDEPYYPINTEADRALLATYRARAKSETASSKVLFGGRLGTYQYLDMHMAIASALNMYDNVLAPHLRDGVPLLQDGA
An asterisk follows results filed as active; ? = inconclusive; · = no result given. Unless noted, no stated cut-off is given here; in the data, active means inhibition above about 30%; inactive means the rest. Outcome played no part in choosing rows; any-hit rate near 4.8%.

Key to letters: A = GDH-TPI counter; B = BoNT F protease; C = BoNT A protease; D = BioA inh; E = PrPC TRFRET; F = FadD28 binding; G = FBA Mtb inh; H = CCHF vOTU inh; I = UGM FP inh
[1] Cc1cccc2nnc(-c3ccccc3)n12
  A: -4; B: -4; C: 0.3; D: 1.4; E: 9; F: -3.9; G: 2; H: -4; I: ·
[2] Cc1cc(C(=O)N/N=C/c2ccc(-c3ccc([N+](=O)[O-])cc3C)o2)n[nH]1
  A: 11; B: 6; C: 1.7; D: -1.5; E: 0; F: 0.6; G: 0; H: -10; I: 4.6
[3] O=c1cnnc(N/N=C/C2CC=CCC2)[nH]1 (stereo not drawn)
  A: 3; B: -2; C: -0.9; D: -0.3; E: 0; F: -0.2; G: -4; H: 3; I: -2.4
[4] Cc1csc(NC(=O)CSc2ccc([N+](=O)[O-])cn2)n1
  A: 11; B: -4; C: -1.6; D: -2.4; E: -25; F: -1.5; G: -3; H: 12; I: 2.2
[5] Cc1sc2ncnc(N3CCC(C(=O)N4CC(C)SC4=Nc4ccc(Cl)cc4)CC3)c2c1C (stereo not drawn)
  A: 3; B: 6; C: 0.1; D: 1.3; E: 14; F: -0.3; G: 5; H: -2; I: ·
[6] CCCn1c(SCC(=O)Nc2nc3ccccc3s2)nc2c1c(=O)n(C)c(=O)n2C
  A: 1; B: 9; C: 0.0; D: -2.2; E: 0; F: -3.2; G: 4; H: 2; I: -1.6
[7] Cc1cccc(C(=O)OCC(=O)NCCCc2ccccc2)c1
  A: -11; B: 3; C: 0.2; D: ·; E: -4; F: -3.2; G: -1; H: 17; I: -0.3
[8] CC(=O)OCC1(C)CN(c2ccccc2)N(C(=O)c2ccc(C(C)(C)C)cc2)C1=O (stereo not drawn)
  A: 3; B: -9; C: -0.3; D: ·; E: 6; F: 0.8; G: -3; H: 13; I: ·
[9] Cc1cc(C)cc(NC(=O)CCNC(=O)c2ccc([N+](=O)[O-])cc2)c1
  A: 2; B: -5; C: 0.8; D: 1.2; E: -31; F: -0.5; G: 5; H: 22; I: 0.8
[10] CN1CCN(C(=O)CCCN2C(=O)/C(=C/c3ccc(Cl)cc3)SC2=S)CC1
  A: 11; B: -13; C: -6.9; D: 0.4; E: ·; F: ·; G: -2; H: ·; I: 1.7
[11] COC(=O)c1[nH]c2ccccc2c1NC(=O)CN1CCN(C(=O)c2ccco2)CC1
  A: 0; B: -1; C: 0.1; D: 0.6; E: 0; F: -0.2; G: 6; H: 3; I: -2.0
[12] OC(COc1ccccc1)CN1CCN(c2cccc(Cl)c2)CC1 (stereo not drawn)
  A: 8; B: 3; C: 0.4; D: 0.4; E: -6; F: -0.5; G: -1; H: 12; I: ·
[13] CCOC(=O)c1c([N+](=O)[O-])c(C)[nH]c(=O)c1C#N
  A: 11; B: 0; C: -2.0; D: -1.6; E: -25; F: -0.7; G: 3; H: -7; I: 2.0
[14] COc1ccc(CCNC(=O)C2CCN(S(=O)(=O)c3ccc(SC)cc3)CC2)cc1
  A: -4; B: -10; C: -1.0; D: 0.6; E: -4; F: -3.2; G: -1; H: -4; I: -0.8
[15] OCCC1CN(C2CCSCC2)CCN1C1CCCC1 (stereo not drawn)
  A: -5; B: -5; C: -0.5; D: ·; E: 0; F: 0.8; G: 8; H: 5; I: ·
[16] Cc1cccc(NC(=O)CCN2C(=O)c3cccc([N+](=O)[O-])c3C2=O)c1
  A: 10; B: ?; C: -3.7; D: -0.9; E: -12; F: -3.1; G: 3; H: 9; I: -1.2
[17] O=C(NC1CCCCC1)N1CCN(Cc2ccco2)CC1
  A: -2; B: 1; C: -0.6; D: ·; E: 0; F: -2.3; G: -2; H: 14; I: 2.1
[18] O=C(Cn1c(=O)oc2ccccc21)N1CCN(S(=O)(=O)c2ccccc2)CC1
  A: 3; B: 2; C: -0.3; D: 6.6; E: 0; F: 0.0; G: 4; H: 7; I: 0.1
[19] CNC(=O)N1c2ccccc2NC(=O)CC1C (stereo not drawn)
  A: -5; B: -7; C: -0.4; D: ·; E: 0; F: 0.7; G: 6; H: -4; I: 2.3
[20] CC(=O)c1c(C)cc(C)c(CSc2ccccn2)c1C
  A: 4; B: 10; C: 0.8; D: 0.0; E: 7; F: -3.4; G: 0; H: -12; I: 2.2
[21] O=C(CCSc1nnc(-c2ccncc2)o1)Nc1cccc(Cl)c1
  A: -6; B: -6; C: -0.2; D: ·; E: 0; F: -2.4; G: 0; H: -6; I: -0.2
[22] COc1ccc(OCC(=O)Nc2ccc3c(c2)nc(CCN2CCCC2)n3C)cc1
  A: -2; B: -3; C: -2.0; D: -0.8; E: -4; F: -4.8; G: 3; H: -7; I: 0.7
[23] O=C1CCC(=O)N1CCCCCc1nc(-c2ccccc2)no1
  A: -3; B: 2; C: 0.1; D: -1.3; E: -3; F: -0.9; G: -2; H: 7; I: -1.5
[24] CCCc1nc(N2CCN(C)CC2)c2sc(=S)n(-c3ccccc3)c2n1
  A: 12; B: -5; C: -0.8; D: -1.1; E: 2; F: 1.1; G: 1; H: -4; I: 2.3
[25] Cc1nn(CC(=O)Nc2ccc(S(N)(=O)=O)cc2)c(=O)c2ccccc12
  A: -10; B: 2; C: -2.3; D: -0.3; E: 1; F: -2.1; G: 2; H: -15; I: 1.5
[26] O=C(COC(=O)CCc1ccc(S(=O)(=O)N2CCOCC2)cc1)NCc1ccc(Cl)cc1
  A: -6; B: -7; C: -1.5; D: 1.7; E: 2; F: -3.1; G: 0; H: -9; I: -0.7
[27] CN(C(=O)c1ccccc1C(=O)OCC(=O)Nc1ccccc1)c1ccccc1
  A: 2; B: ·; C: ·; D: 0.4; E: -4; F: 0.0; G: 3; H: -7; I: -1.4
[28] CCCn1c(=O)c(C(=O)Nc2c(C)n(C)n(-c3ccccc3)c2=O)c(O)c2ccccc21
  A: -10; B: 6; C: -0.5; D: ·; E: -2; F: -4.1; G: -1; H: 21; I: -2.5
[29] CCOC(=O)c1c(C)cc2c(CO)n[nH]c(=O)c2c1C
  A: 9; B: -2; C: -0.3; D: -1.2; E: 1; F: -1.7; G: 1; H: 2; I: ·
[30] Cc1cccc(C)c1-n1nnnc1C1(Nc2ccccc2)CCCCC1
  A: 2; B: -9; C: -0.6; D: -1.2; E: 11; F: -1.7; G: -2; H: 0; I: 1.7

Profiles, looked up by structure. Values in the order: GDH-TPI counter	BoNT F protease	BoNT A protease	BioA inh	PrPC TRFRET	FadD28 binding	FBA Mtb inh	CCHF vOTU inh	UGM FP inh
Entry for `CCOC(=O)c1c(C)cc2c(CO)n[nH]c(=O)c2c1C` : 9	-2	-0.3	-1.2	1	-1.7	1	2	·
Entry for `O=C1CCC(=O)N1CCCCCc1nc(-c2ccccc2)no1` : -3	2	0.1	-1.3	-3	-0.9	-2	7	-1.5

Five of the compounds above, with bars between the fields:
item | compound | GDH-TPI counter | BoNT F protease | BoNT A protease | BioA inh | PrPC TRFRET | FadD28 binding | FBA Mtb inh | CCHF vOTU inh | UGM FP inh
21 | O=C(CCSc1nnc(-c2ccncc2)o1)Nc1cccc(Cl)c1 | -6 | -6 | -0.2 | · | 0 | -2.4 | 0 | -6 | -0.2
30 | Cc1cccc(C)c1-n1nnnc1C1(Nc2ccccc2)CCCCC1 | 2 | -9 | -0.6 | -1.2 | 11 | -1.7 | -2 | 0 | 1.7
27 | CN(C(=O)c1ccccc1C(=O)OCC(=O)Nc1ccccc1)c1ccccc1 | 2 | · | · | 0.4 | -4 | 0.0 | 3 | -7 | -1.4
18 | O=C(Cn1c(=O)oc2ccccc21)N1CCN(S(=O)(=O)c2ccccc2)CC1 | 3 | 2 | -0.3 | 6.6 | 0 | 0.0 | 4 | 7 | 0.1
23 | O=C1CCC(=O)N1CCCCCc1nc(-c2ccccc2)no1 | -3 | 2 | 0.1 | -1.3 | -3 | -0.9 | -2 | 7 | -1.5

(further entries)
Key to letters: A = GDH-TPI counter; B = BoNT F protease; C = BoNT A protease; D = BioA inh; E = PrPC TRFRET; F = FadD28 binding; G = FBA Mtb inh; H = CCHF vOTU inh; I = UGM FP inh
[31] COc1cccc(C(=O)COC(=O)COc2c(C)cc(C)cc2C)c1
  A: 3; B: 4; C: 1.1; D: -2.0; E: -1; F: -1.8; G: 9; H: 3; I: -2.6
[32] C=CCn1c(SCC(=O)c2c(N)n(C)c(=O)n(C)c2=O)nnc1-c1ccncc1
  A: -6; B: 3; C: -0.3; D: ·; E: -7; F: -2.7; G: 1; H: -13; I: -4.9
[33] Cc1ccc(Cl)cc1NC(=S)N(CCN(C)C)Cc1cccs1
  A: -2; B: 1; C: 0.3; D: ·; E: -4; F: -1.0; G: 8; H: -4; I: 3.4
[34] COCCn1c(-c2cccc(Br)c2)nc2c(c(=O)c3ccccc3n2C)c1=O
  A: 12; B: ?; C: ?; D: ·; E: -2; F: -2.3; G: 1; H: 8; I: 2.0
[35] CC1CCCC(NC(=S)NC(=O)c2cncc(Br)c2)C1C (stereo not drawn)
  A: 0; B: 0; C: -0.1; D: ·; E: 1; F: -0.1; G: -1; H: -8; I: -1.0
[36] CCOc1cc(CN2CCCC(C(=O)c3cccc(C(F)(F)F)c3)C2)ccc1O (stereo not drawn)
  A: -2; B: 0; C: -0.4; D: ·; E: 1; F: -2.4; G: 5; H: 8; I: 2.2
[37] CCCCCCC(=O)N/N=C/c1c(O)n(CCCC)c(=S)[nH]c1=O
  A: 17; B: 2; C: -0.5; D: -0.3; E: 1; F: -3.2; G: 3; H: 9; I: 7.2
[38] O=C(N/N=C/c1cc(Br)cc(Cl)c1O)c1ccc2c(c1)OCO2
  A: 8; B: -49; C: 4.0; D: -2.2; E: 8; F: -1.6; G: 9; H: 0; I: 0.8
[39] O[C@@H]1[C@@H](O)C=C2CCN3Cc4cc5c(cc4[C@H]1C23)OCO5 (stereo partly drawn)
  A: 7; B: -5; C: 0.9; D: -1.3; E: 89*; F: 0.5; G: 2; H: -2; I: -0.4
[40] CCCNC(=O)Cn1nc([N+](=O)[O-])c([N+](=O)[O-])c1C
  A: 5; B: -6; C: -0.4; D: -4.3; E: 7; F: 0.9; G: 0; H: -1; I: -1.2
[41] O=C(O)C(=O)/C(=C\c1cccc2ccccc12)c1ccc2ccccc2n1
  A: 25; B: -17; C: 9.7; D: -3.9; E: -1; F: 0.6; G: 6; H: 8; I: -0.7
[42] CCOC(=O)C1(Cc2ccccc2Cl)CCN(S(C)(=O)=O)CC1
  A: 1; B: -8; C: -0.9; D: ·; E: 0; F: -2.8; G: -1; H: -5; I: -1.1
[43] CCOC(=O)C1(C)CCN1C(=O)c1cc(F)ccc1C (stereo not drawn)
  A: 6; B: -6; C: -0.2; D: 0.2; E: -5; F: -0.8; G: 5; H: 1; I: ·
[44] O=C(CS(=O)(=O)c1ccccc1)Nc1ccc(S(=O)(=O)Nc2ccccn2)cc1
  A: -5; B: -5; C: 0.1; D: ·; E: -5; F: -1.1; G: 8; H: 0; I: -1.2
[45] Cc1noc(C)c1S(=O)(=O)N1CCCC(C(=O)NC2CCCCC2)C1 (stereo not drawn)
  A: 1; B: 2; C: -0.7; D: -0.9; E: 1; F: -1.4; G: 1; H: 6; I: 4.7
[46] CCN1C(=O)[C@H]2[C@@H](c3ccc(C)cc3)N3C(=O)N(c4cccc(Br)c4)C(=O)[C@@]3(Cc3ccccc3)[C@H]2C1=O
  A: 16; B: -1; C: -0.2; D: -4.5; E: -2; F: -1.5; G: 4; H: -1; I: -6.3
[47] O=C(O)CNC(=O)CC1S/C(=N/N=C2\CSC(=O)N2)NC1=O (stereo not drawn)
  A: 4; B: -3; C: -0.9; D: ·; E: -3; F: 0.6; G: -6; H: 10; I: 0.4
[48] CN1CCN(c2ccc(NC(=O)c3ccc(C#N)cc3F)cc2Cl)CC1
  A: 3; B: 0; C: 0.8; D: ·; E: -9; F: -0.6; G: 1; H: 3; I: -0.6

Screens as filed in PubChem.
